# Bioassay records from PubChem BioAssay.
# ROC1-CUL1 inh: inhibitors of human ROC1-CUL1 ubiquitin ligase activity | P62877+Q13616 | in vitro K48 di-Ub FRET, acceptor:donor ratio, 45 min | inhibition, % at 10 µM | 0.6% of 140,000 active | AID 1347404; in the data active = inhibition above about 25%
# Target sequence (P62877 whole entry, looked up): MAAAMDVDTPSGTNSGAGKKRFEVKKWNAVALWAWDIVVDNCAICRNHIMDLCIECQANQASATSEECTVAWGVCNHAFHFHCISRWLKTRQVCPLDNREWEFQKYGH
# Target sequence (Q13616 whole entry, looked up): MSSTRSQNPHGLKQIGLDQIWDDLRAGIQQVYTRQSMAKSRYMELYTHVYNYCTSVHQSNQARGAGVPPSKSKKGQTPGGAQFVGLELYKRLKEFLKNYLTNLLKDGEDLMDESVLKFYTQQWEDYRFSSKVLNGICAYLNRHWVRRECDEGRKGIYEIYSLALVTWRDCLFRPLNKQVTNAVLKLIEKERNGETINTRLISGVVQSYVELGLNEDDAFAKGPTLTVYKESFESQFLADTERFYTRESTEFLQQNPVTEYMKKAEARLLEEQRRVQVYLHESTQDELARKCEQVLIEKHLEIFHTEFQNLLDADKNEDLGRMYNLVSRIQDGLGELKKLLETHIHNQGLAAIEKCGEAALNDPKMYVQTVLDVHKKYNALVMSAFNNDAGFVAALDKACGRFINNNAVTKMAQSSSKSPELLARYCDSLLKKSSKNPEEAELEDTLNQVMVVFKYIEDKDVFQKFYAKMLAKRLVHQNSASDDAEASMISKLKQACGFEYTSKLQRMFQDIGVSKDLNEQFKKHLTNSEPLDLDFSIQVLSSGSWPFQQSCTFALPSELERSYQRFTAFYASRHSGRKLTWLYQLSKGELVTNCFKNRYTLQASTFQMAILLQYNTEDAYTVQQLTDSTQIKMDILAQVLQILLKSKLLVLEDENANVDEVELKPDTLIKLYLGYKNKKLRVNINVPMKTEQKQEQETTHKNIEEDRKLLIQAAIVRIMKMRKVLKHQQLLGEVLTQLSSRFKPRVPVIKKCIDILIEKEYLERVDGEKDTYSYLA
# Active calls of the source: *.
# Preview (2 entries):
SMILES,ROC1-CUL1 inh
FC(F)(F)c1cc(-c2cccs2)nc2cc(-c3cccc(Br)c3)nn12,8
CCS(=O)(=O)NC1CCCCCCC1,1

# Results, from the first entry:
SMILES,ROC1-CUL1 inh
FC(F)(F)c1cc(-c2cccs2)nc2cc(-c3cccc(Br)c3)nn12,8
CCS(=O)(=O)NC1CCCCCCC1,1
N#C/C(=C\c1ccc(Cl)cc1Cl)c1nc(-c2cccc(Cl)c2)cs1,3
Cc1cc(=S)cc(C)n1Cc1ccccc1,23
CC(C)Cc1nnc(NC(=O)Cn2cnc3c2c(=O)n(C)c(=O)n3C)s1,3
O=C(CCCCn1c(=O)c2ccccc2n(Cc2ccc(Cl)cc2)c1=O)NCc1ccccc1Cl,-4
Cc1ccc2nsnc2c1S(=O)(=O)NNC(=O)c1ccncc1,-2
O=C(CC(c1ccccc1)c1ccccc1)NCCO,-10
N#C/C(=C\c1ccc(-c2ccccc2Cl)o1)c1nn(-c2ccccc2)c(N)c1C#N,-2
CC(=O)C(C(C)=O)C(c1ccc(F)cc1)c1ccc(F)cc1,-6
NC(=O)N1CCN(c2cccc(Cl)c2)CC1,2
CCOc1ccccc1C(=O)Nc1ccc(OC)cc1OC,5
NC(=O)[C@@H]1CCCN1C(=O)c1csc2nc(-c3cccc(C(F)(F)F)c3)cn12,1
O=C(CC1(O)C(=O)Nc2ccc(F)cc21)c1ccccn1 (stereo not drawn),11
O=C(CSc1nc2c([nH]c3ccccc32)c(=O)n1-c1cccc(Cl)c1)NCc1ccccc1,3
O=C(CC(C(=O)O)c1ccccc1)Nc1cccc2ccccc12 (stereo not drawn),3
Cc1cccc(C)c1NC(=O)CN1C(=O)c2cccc3cccc1c23,3
COc1ccc(-n2ncc3c2ncn2nc(-c4ccc(OC)c(OC)c4)nc32)cc1,0
CCC(=O)Nc1cc(C(=O)OC)cc(C(=O)OC)c1,4
CC(C)COC(=O)c1ccc(NC(=O)c2cc3ccccc3oc2=O)cc1,17

# Exported with bars between the fields: three of the compounds above
Structure | ROC1-CUL1 inh
O=C(CSc1nc2c([nH]c3ccccc32)c(=O)n1-c1cccc(Cl)c1)NCc1ccccc1 | 3
O=C(CC(C(=O)O)c1ccccc1)Nc1cccc2ccccc12 (stereo not drawn) | 3
Cc1cccc(C)c1NC(=O)CN1C(=O)c2cccc3cccc1c23 | 3

# Additional structures.
SMILES,ROC1-CUL1 inh
O=C(CSc1nc2ccccc2o1)Nc1ncc(Cc2ccc(Cl)cc2Cl)s1,1
CC(C)(/C=N/NC(=O)CSCc1ccccc1Cl)CCC#N,0
CCn1cc(C(=O)N2CCN(c3ccccc3OC)CC2)c(=O)c2cc(S(=O)(=O)N3CCC(C)CC3)ccc21,9
O=C(Nc1nc(-c2ccccc2)cs1)C(F)(F)F,-3
Cc1nc2nc(SN)nc(N)c2nc1C,0
CCOC(=O)c1cc(C(C)c2ccccc2)sc1NC(=O)c1nn(CC)cc1Cl (stereo not drawn),5
CCOc1cc(/C=C(\C#N)C(=O)Nc2ccc(C)cc2)ccc1OCc1cc(=O)n2nc(CC)sc2n1,-13
Fc1cccc(Cl)c1Cn1cnc2ccccc21,-7
O=C(Cn1cncn1)NCc1cccnc1Oc1ccc(F)c(F)c1,1
Cc1cc(=O)[nH]c(-c2cccc(CN(C)Cc3ccncc3C)c2)n1,13
Cc1cc2c(C)cccn2c1C=S,-5
COc1ccccc1NCc1cccn1-c1nnc(N2CCCCCC2)s1,-7
Cc1ccc(C(=O)N2CCC(Cc3ccccc3)CC2)cc1[N+](=O)[O-],-10
COC(=O)C(NC(C)=O)(Nc1ncc(Cl)cc1Cl)C(F)(F)F (stereo not drawn),1
Cc1ccc(CNC(=O)c2ccc(Cn3c(SCc4ccc(F)cc4)nc4cccnc43)cc2)o1,4
COCCCNC(=O)c1ccc(Cn2c(=O)c3cccn3c3cccnc32)cc1,-12
O=C(CSc1ncc2c(n1)-c1ccc(Cl)cc1N(Cc1ccccc1)S2(=O)=O)Nc1ccccc1C(F)(F)F,-11
NC(=O)COc1ccc(Cl)cc1CNC1CCCCC1,4
CC1CCN(CC(=O)Nc2ccc(N3CCOCC3)cc2)CC1,12
CN1CCN(C=Nc2c(C#N)cnn2-c2ccccc2)CC1,-1

# Gathered by group: those above with a furan ring, fused or not
SMILES,ROC1-CUL1 inh
N#C/C(=C\c1ccc(-c2ccccc2Cl)o1)c1nn(-c2ccccc2)c(N)c1C#N,-2
Cc1ccc(CNC(=O)c2ccc(Cn3c(SCc4ccc(F)cc4)nc4cccnc43)cc2)o1,4

# (cont.)
SMILES,ROC1-CUL1 inh
CCCN1CCC(NC(=O)c2ccc(OC)c(OC)c2)CC1,-6
C/C(=N\Nc1nc(-c2ccccc2)cs1)c1cccc(O)c1,2
COc1ccccc1Nc1nc2ccc(Cl)cc2nc1-n1nc(C)cc1C,-9
COC(=O)C1C(c2ccc(F)cc2)=NOC1c1ccccc1 (stereo not drawn),5
O=C(O)COc1ccc(CO)cc1Cl,-7
CC(=O)n1c(=O)c2cc3ccccc3cc2c(=O)n1C(C)=O,6
Clc1ccc2c(c1)C(C1=NCCN1)c1ccccc1CS2 (stereo not drawn),-1
CCOC(=O)c1[nH]cnc1-n1nc(C(N)=O)c(=N)s1,2
O=C(CSc1cn(CC(=O)N2CCCCCC2)c2ccccc12)Nc1ccccc1F,4
COc1cc(NC(=O)CSc2ccc(C)cc2)ccc1NC(=O)COc1ccccc1,-8
Cc1nonc1CN(C)Cc1nc(-c2ccsc2)oc1C,6
CCc1c(C)nc(N2CCN(c3cccc(OC)c3)CC2)[nH]c1=O,4
Cc1cc(=O)oc2c1ccc1oc(/C(=N/O)c3ccccc3)c(C)c12,-6
CCC(=O)N1CCc2cc(S(=O)(=O)NC(C(=O)NCCc3ccc(OC)c(OC)c3)C(C)C)ccc21 (stereo not drawn),-8
Cc1cn2c(nc3c2c(=O)n(Cc2ccccc2C)c(=O)n3C)[nH]1,-2
CC(C)(C)c1n[nH]c2c1CN(C(=O)CCn1cccn1)CC2,8
CCOC(=O)C1C(=O)/C(=C/c2ccccc2)SC1=Nc1ccc(Cl)cc1 (stereo not drawn),-3
COc1cccc(NC(CNS(=O)(=O)c2ccc(Cl)cc2)c2ccccc2)c1 (stereo not drawn),-3
Cc1ccsc1CN(C(=O)COc1ccc(Cl)cc1)C1CCS(=O)(=O)C1 (stereo not drawn),-3
CC1CCc2c(sc3nnn(Cc4ccc(F)cc4)c(=O)c23)C1 (stereo not drawn),6

# Rewritten with the structure last: part of the list above.
ROC1-CUL1 inh	mol
-6	CCCN1CCC(NC(=O)c2ccc(OC)c(OC)c2)CC1
2	C/C(=N\Nc1nc(-c2ccccc2)cs1)c1cccc(O)c1
-9	COc1ccccc1Nc1nc2ccc(Cl)cc2nc1-n1nc(C)cc1C
5	COC(=O)C1C(c2ccc(F)cc2)=NOC1c1ccccc1 (stereo not drawn)

# The list continues.
SMILES,ROC1-CUL1 inh
CN(C)c1ccc(C(=O)OCC(=O)c2cccs2)cc1,1
Cc1ccc(C)n1NC(=O)c1ccc(O)cc1,-3
CN1CCc2nc3sc(C(=O)Nc4ccc(C(F)(F)F)cc4)c(N)c3cc2C1,-6
N#Cc1cc([N+](=O)[O-])ccc1Oc1cccc(/C=N/NC(=O)c2ccccc2)c1,4
CCc1[nH]nc2c1C(c1ccccc1Cl)C(C#N)C(=N)O2 (stereo not drawn),-5
CCn1c(SCC(=O)c2ccc([N+](=O)[O-])cc2)nnc1-c1ccc(Cl)cc1,1
CCN(CC)C(=O)CCc1nnc(-c2ccc(C(C)=O)s2)o1,-1
O=C(CSc1nc2cc3ccccc3cc2[nH]1)Nc1ccc(F)cc1,-8
CCC1CN(CC(=O)NCc2cccc(Br)c2)c2ccccc2S1 (stereo not drawn),0
C=CCn1c(SCC(=O)Nc2sc3c(c2C(=O)OCC)CCCC3)nc2scc(-c3ccc(F)cc3)c2c1=O,3
N#CC(C#N)C(c1ccc(F)cc1)c1c(-c2ccccc2)[nH][nH]c1=O (stereo not drawn),9
COc1ccc(C2CC(c3ccc(Br)cc3)=NN2C(=O)CCC(=O)O)cc1 (stereo not drawn),10
Cc1ccc2nc(SCc3cccc4ccccc34)nc(C)c2c1,1
COC(=O)c1cc2sccc2n1CC(=O)Nc1cc(Cl)ccc1OC,1
CCOC(=O)C(NC(=O)CC)(Nc1sc2c(c1C#N)CCCCC2)C(F)(F)F (stereo not drawn),6
COc1cc(C(=O)Oc2ccc3c(=O)c(Oc4ccc5ccccc5c4)coc3c2)cc(OC)c1OC,6
O=C(Cc1ccccc1F)Nc1cccc2ccccc12,10
c1cnc2ncc3ccsc3c2c1,-2
CCN1CCN(C2(C(=O)NC(C)Cc3ccccn3)Cc3ccccc3C2)CC1 (stereo not drawn),0
Cc1nnc(Sc2ccc([N+](=O)[O-])cn2)s1,6
Cc1c(Cl)cccc1NS(C)(=O)=O,9
O=C(Nc1ccc2c(c1)CN(Cc1ccc3nsnc3c1)CC2)c1ccncc1,9
COc1ccc2c(c1)c(C)c(C)n2CCC(=O)O,2
CCC(C)N1C(=O)S/C(=C/c2ccc(-c3cc(C(=O)O)ccc3Cl)o2)C1=O (stereo not drawn),15
CCC(O)CNC(=O)CCc1nnc(CCC2CCCCC2)o1 (stereo not drawn),6
CCc1cc(C(=O)OC)c(NC(=O)c2c(CC)noc2C)s1,0
Cc1oc(-c2ccc(Cl)cc2)nc1Cn1c(=O)cc(C)c2c(C)nn(-c3cccc(F)c3)c21,-5
CC(CNC(=O)CCc1cn(Cc2ccccc2Cl)c2ccccc12)c1ccccc1 (stereo not drawn),5
COc1cc2c(cc1OC)C(C)=NC(C)(C)C2,0
CCNS(=O)(=O)Cc1cccc(C)c1,-4
CC(NC(=O)CCc1ccccc1)c1nnc2n1CCN(Cc1ccc3c(c1)Cc1ccccc1-3)CC2 (stereo not drawn),18
CCCN1CCC(NC(=O)c2c(-c3ccccc3)noc2C)CC1,2
N#Cc1ccc(NC(=O)CS(=O)(=O)Cc2ccccc2)cc1,5
O=C(CCN1CCOCC1)NC1CCCN(C2CCCCCC2)C1 (stereo not drawn),0
COC(=O)c1csc(Br)c1-c1c(CO)csc1Br,5
Fc1cccc(-c2cnnc(N3CCCC3c3nccs3)n2)c1 (stereo not drawn),7
CC1Cc2ccccc2N1S(=O)(=O)c1nnc(NC(=O)c2ccccc2)s1 (stereo not drawn),-5
O=S(=O)(c1ccc(Br)c(S(=O)(=O)N2CCCCC2)c1)N1CCCCC1,-9
COc1ccc(Cl)cc1NC(=O)CCC(=O)O,12
COc1ccc(C(=O)O)cc1Nc1nc2ccc(C)cc2n2cnnc12,-5
Cc1cccc(N=CC2C(=O)NC(=S)N(c3ccccc3F)C2=O)c1C (stereo not drawn),6
COC(=O)c1c(-c2ccccc2)c2ccccc2n1-c1ccccc1,4
NC(=O)N/N=C1/CCCC/C(=N/NC(N)=O)CC1,-6
CCOc1cc(C2c3c(oc4ccccc4c3=O)C(=O)N2Cc2ccc3c(c2)OCO3)ccc1O (stereo not drawn),4
CC1(C)CC(NC(=O)c2ccc(S(=O)(=O)N3CCOCC3)cc2)CC(C)(C)N1,-6
Cn1c(=O)c2c(ncn2CCCN)n(C)c1=O,10
COc1ccc(OC)c(N=C2C(=O)N(c3ccc(I)cc3)C(=O)C2Cl)c1 (stereo not drawn),8
O=C(O)c1ccc(-c2ccc(CC3=NC(=O)N(Cc4ccccc4F)C3=O)o2)cc1Cl,3
COc1ccc(N2CC(C(=O)N3CCN(c4ccc(F)cc4)CC3)CC2=O)c(OC)c1 (stereo not drawn),1
CCc1ccc(-n2nc(C)c3c(C)cc(=O)n(CC(=O)N(CC)Cc4ccccc4)c32)cc1,2
Cc1c(C(=O)Nc2ccccc2C(F)(F)F)nnn1-c1ccc(C(C)C)cc1,10
O=C(NC(=S)Nc1ccc(O)c(-c2nc3ccccc3s2)c1)c1cccs1,-4
COc1ccc2c(=O)c(Oc3ccccc3F)coc2c1,-7
O=C(c1cccc(Oc2ccccc2)c1)N1CCN(C(=O)C2CCCO2)CC1 (stereo not drawn),5
O=C(Cc1cccs1)Nc1nc2ccccc2s1,-2
O=c1cc(CCc2cn[nH]c2)nc2nc(N3CCN(c4ccccc4)CC3)[nH]n12,10
Cc1ccc2c(c1)c(=O)c(S(=O)(=O)c1ccc(C)c(C)c1)cn2CC(=O)Nc1ccccc1,-3
CC(=O)Nc1ccc(S(=O)(=O)NNC(=O)CCC(=O)Nc2ccc(C)cc2C)cc1,-3
COc1cc(CNCCO)cc(Cl)c1OCc1ccc(Cl)cc1,4
Fc1ccc(C2CC(c3ccc(Cl)cc3)=Nc3ccccc3S2)cc1 (stereo not drawn),-8

# (cont.)
SMILES,ROC1-CUL1 inh
O=C(NCc1cccn1Cc1ccccc1)Nc1cccc(C(F)(F)F)c1,0
Cc1ccccc1NC(=O)c1sc2nc3c(cc2c1N)CN(Cc1ccccc1)CC3,-8
Cc1c(C(=O)OCc2ccccc2)[nH]c2c1C(=O)CC(c1ccc(N(C)C)cc1)C2 (stereo not drawn),2
Cc1cc(C)c2c(CC(=O)Nc3cc(C(F)(F)F)ccc3Cl)coc2c1,8
C=CCn1nnc(NC(=O)c2cccc3ccccc23)n1,1
O=C(CN1C(=O)C2C3CCC(C3)C2C1=O)Nc1ccccc1O (stereo not drawn),-4
CC(C)C(=O)OC1[C@@H](OC(=O)C(C)C)[C@H](OC(=O)C(C)C)C(O)[C@H](OC(=O)C(C)C)[C@H]1OC(=O)C(C)C (stereo partly drawn),-4
COCCNC(NC(=O)c1ccco1)C(Cl)(Cl)Cl (stereo not drawn),5
Cc1ccc(Nc2nc(N/N=C/c3ccccc3OCc3ccccc3)nc(-n3nc(C)cc3C)n2)cc1,-6
Cc1ccc2nc(C)cc(NCc3ccco3)c2c1,6
O=C(O)COc1ccc2c(c1)NC(=O)CO2,6
C=CCN1N=C(C)Cn2c1nc1c2c(=O)n(CCC)c(=O)n1C,-12
O=C(CCC1CCN(C(=O)CN2CCCC2=O)CC1)Nc1ccc2c(c1)OCCO2,-9

# Some of the compounds tested; rates above refer to the full screens.
